Sm TGR block = qHTS Assay for the Inhibitors of Schistosoma Mansoni Peroxiredoxins | Schistosoma mansoni thioredoxin glutathione reductase (TGR), Q962Y6 | AID 485364, 2010 | actives 3% (n = 360,000) | purified TGR, DTNB reduction, TNB absorbance 405 nm | Potency, µM (doses to about 114 µM), without a hit: at the top dose activity change, negative = inhibition, hits mostly inhibitors; active means well fitted inhibition curve with a large enough effect; inconclusive means small, poorly fitted or top-dose-only effect; inactive means no such curve, though single readings can be large or run the other way; further: nearly all actives have a fitted effect of over 60% in size
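First, TGR (20 nM dispensed) and NADPH were mixed with compound. Second, a 15 min room-temperature incubation followed. Third, further NADPH and then DTNB were added to start the reaction. Finally, TNB absorbance was monitored kinetically.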
Numbers without * were called inactive; ? = inconclusive; [ ] = remark or other dose. On the % scale 0 is the no-effect control and ±100 the full control effect; potency means the concentration at half of the fitted maximal effect.

Molecule	Sm TGR block
CCC(=O)N1CCc2cc(Br)cc(S(=O)(=O)CCC(=O)Nc3ccc(C)c(C)c3)c21	-4.2%
CC(C)c1nc2ccc(C(=O)NCCCN3CCN(c4cccc(Cl)c4)CC3)cc2o1	3.3%
COC1(C(F)(F)F)NC(=O)N(c2ccc(F)cc2)C1=O (stereo unspecified)	0.4%
O=C(NCCC1=CCCCC1)c1ccc2c(=O)n3nc(Nc4ccccc4)sc3nc2c1	-8.6%
CCC(=O)Nc1ccc(C)cc1-c1nc2ccccc2n(CC(=O)Nc2ccccc2Cl)c1=O	-9.3%
Cc1ccc(S(=O)(=O)N(CC(=O)Nc2ccc(Cl)cc2Cl)c2ccccc2C)cc1	3.9%
CC1=C(C(=O)Nc2ccc(C)cc2C)C(C(C)C)n2nc(SCc3ccccc3Cl)nc2N1 (stereo unspecified)	3.2%
COc1ccc(C)cc1NC(=O)C(NS(=O)(=O)c1cccc2nsnc12)c1ccccc1 (stereo unspecified)	8.9%
Cc1ccccc1-c1nc(CN2CCC(C(=O)NC(C)C)CC2)c(C)o1	1.4%
O=C(CCCn1c(=O)c2cccn2c2ccccc21)Nc1cc(C(F)(F)F)ccc1Cl	2.7%
CCc1ccccc1NC(=O)c1ccc2nc(C(C)C)oc2c1	-0.8%
Cc1ccc(NC(=O)c2sc(-n3nc(C)c(Cc4ccc(Cl)cc4)c3C)nc2C)cc1	1.1%
COC(=O)c1ccc([C@@H]2Nc3c(OC)ccc(C)c3[C@@H]3C=CC[C@@H]32)cc1	3.16µM*
CCOc1ccc(-n2c(SCC(N)=O)nc3c(oc4ccccc43)c2=O)cc1	-6.2%
O=C(CCC1N=C2c3ccccc3N=C(SCc3ccc(F)cc3)N2C1=O)NCc1ccc(F)cc1 (stereo unspecified)	9.9%
CC1=C(C(=O)OC2CCCC2)C(c2c(Cl)cccc2Cl)CC(=O)N1 (stereo unspecified)	-1.8%
Cc1ccc(F)cc1NC(=O)Cn1c(=O)nc(-c2ccccc2F)c2cc(Cl)ccc21	6.8%
CCN(CC)S(=O)(=O)c1ccc(NC(=O)c2nn(C)c3c2CSc2ccccc2-3)cc1	0.8%
COc1ccc(-c2nc(CCNC(=O)c3c(F)cccc3Cl)cs2)cc1	11.3%
CCOc1ccc(CN(CCc2ccc3c(c2)OCO3)Cc2cc(OC)cc(OC)c2)cc1	11.4%
CCc1cc2c(cc3c(=O)n(CC(=O)NC4CCCCC4)ncn32)s1	3.6%
CCOC(=O)N1CCc2c(sc3c2c(=O)n(-c2ccc(Cl)cc2)c(=O)n3CC(C)C)C1	0.6%
COc1cc2[nH]c(=O)n(Cc3ccc(C(=O)NCc4ccc(C)cc4)cc3)c(=O)c2cc1OC	1.9%
COc1ccc(N2CC(NC(=O)COc3ccc4ccccc4c3)CC2=O)cc1OC (stereo unspecified)	0.4%
CCN1CCSc2ccc(C(=O)NCc3ccc(F)cc3)cc21	-5.2%
Cc1ccc(-c2nn3c(=O)cc(CN4CCN(S(=O)(=O)c5ccc(Cl)cc5)CC4)nc3s2)cc1	-0.7%
Cc1cc(F)ccc1Nc1nc2ccc(Cl)cc2n2cnnc12	1.7%
COc1ccc(CCNC(=O)c2c(C)oc3nc(C)nc(N4CCOCC4)c23)cc1OC	5.6%
CCc1ccccc1NC(=O)c1cn(C)c(=O)c2ccccc12	-4.1%
O=S(=O)(NCC(c1ccco1)S(=O)(=O)c1cccs1)c1ccccc1 (stereo unspecified)	0.199µM*

Next section, overlapping the part above by 6 compounds.
Molecule	Sm TGR block
CCN1CCSc2ccc(C(=O)NCc3ccc(F)cc3)cc21	-5.2%
Cc1ccc(-c2nn3c(=O)cc(CN4CCN(S(=O)(=O)c5ccc(Cl)cc5)CC4)nc3s2)cc1	-0.7%
Cc1cc(F)ccc1Nc1nc2ccc(Cl)cc2n2cnnc12	1.7%
COc1ccc(CCNC(=O)c2c(C)oc3nc(C)nc(N4CCOCC4)c23)cc1OC	5.6%
CCc1ccccc1NC(=O)c1cn(C)c(=O)c2ccccc12	-4.1%
O=S(=O)(NCC(c1ccco1)S(=O)(=O)c1cccs1)c1ccccc1 (stereo unspecified)	0.199µM*
COc1cccc(CNC(=O)C2CCN(Cc3cc4ccccc4n3Cc3ccc(C)cc3)CC2)c1	6.7%
CCc1ccc(NC(=O)Cn2cnc3nc4c(cc3c2=O)CCCC4)cc1	2.0%
Cc1ccc(-c2noc(CSc3nnc(C)n3-c3ccc(F)cc3)n2)cc1	2.0%
Cc1nc2ccc(S(=O)(=O)N(CC(=O)Nc3ccc(Cl)cc3)Cc3ccccc3)cc2s1	0.4%
CCOc1cc(C(=O)Nc2ccc(-c3nc4cc(Cl)ccc4o3)cc2)cc(OCC)c1OCC	-10.4%
Cc1ccc(NC(=O)Nc2csc3c2CCCC3)c(C)c1	9.6%
CCCCNC(=O)CN1CCN(c2ccc(NC(=O)c3ccc(OC)cc3)cc2C(=O)O)CC1	2.7%
Cc1cc(C)cc(NC(=O)C2CCN(S(=O)(=O)c3cn(C)cn3)CC2)c1	1.4%
Cc1c(C(=O)NC(C)c2ccccc2)sc2ncnc(N(C)C3CCCCC3)c12 (stereo unspecified)	12.0%
Cc1cc(C)c(Cn2c(CCNC(=O)c3ccco3)nc3ccccc32)c(C)c1	-0.1%
Cc1ccc(NC(=O)c2oc3ccccc3c2NC(=O)c2cc3ccccc3o2)cc1	0.3%
Cc1ccc(NS(=O)(=O)c2ccc3[nH]c4c(c3c2)CCCCC4)cc1	11.2%
O=C(CC1NCCNC1=O)Nc1ccccc1F (stereo unspecified)	18.0%
Cc1nn(C)c(C)c1CCNC(=O)Nc1ccccc1C(F)(F)F	-6.1%
CC(=O)N1CCc2c(sc3c2c(=O)n(CCc2ccccc2)c(=O)n3Cc2ccc(F)cc2)C1	4.6%
O=C(CSC1=Nc2ccccc2C2=NC(Cc3ccccc3)C(=O)N12)Nc1cccc(Cl)c1 (stereo unspecified)	0.7%
CCOC(=O)c1cccc(NC(=O)C2COc3ccc(OC)cc3C2)c1 (stereo unspecified)	1.1%
O=C(CCC1N=C2c3ccccc3N=C(SCc3ccccc3Cl)N2C1=O)NCc1cccs1 (stereo unspecified)	-9.4%
Cc1cc(SCC(=O)NCc2ccc(F)cc2)nc(=O)[nH]1	-1.0%
CC(CCc1ccccc1)NC(=O)Cn1ncc2c3ccccc3n(Cc3cccc(Cl)c3)c2c1=O (stereo unspecified)	3.0%
O=C(Nc1ccc(C(F)(F)F)cc1)c1cc(S(=O)(=O)NC2CCCCC2)ccc1F	10.6%
Cc1cc2nc(-c3ccc(OCc4ccccc4F)cc3)cc(C(F)(F)F)n2n1	-1.3%
Cc1ccccc1NC(=O)CSC1=Nc2ccccc2C2=NC(CCC(=O)NCc3ccccc3)C(=O)N12 (stereo unspecified)	8.2%
CN1CCc2nc3sc(C(=O)c4ccc(F)cc4)c(N)c3cc2C1	0.5%
COc1cc(Cn2c(=O)oc3ccc(C)cc32)ccc1OCCC(C)C	9.0%
CCCN(C(=O)c1cc2c(=O)n(CC)c3ccccc3c2s1)c1ccccc1F	10.1%
Cc1ccc(C)c(NC(=O)N2CCC(N3CCN(Cc4ccc(F)cc4)C(=O)C3=O)CC2)c1	-2.8%
Cc1ccc(NC(=O)C2CCCN2S(=O)(=O)c2cccc3cccnc23)cc1 (stereo unspecified)	1.7%
CCOC(=O)c1oc2c(c1C)-c1nn(Cc3c(F)cccc3Cl)cc1CC2	5.8%
CCOCCCn1c(SCC(=O)Nc2ccc(CC)cc2)nc2ccccc2c1=O	-1.3%

Reformatted: results already given.
SMILES: CCc1ccc(NC(=O)Cn2cnc3nc4c(cc3c2=O)CCCC4)cc1
  Sm TGR block: 2.0%

SMILES: Cc1cc(SCC(=O)NCc2ccc(F)cc2)nc(=O)[nH]1
  Sm TGR block: -1.0%

SMILES: CCOc1cc(C(=O)Nc2ccc(-c3nc4cc(Cl)ccc4o3)cc2)cc(OCC)c1OCC
  Sm TGR block: -10.4%

SMILES: Cc1ccc(NC(=O)Nc2csc3c2CCCC3)c(C)c1
  Sm TGR block: 9.6%

More entries
SMILES	Sm TGR block
COc1ccc(-c2nc(S(=O)(=O)c3ccccc3)c(N3CCC(C)CC3)o2)cc1	3.5%
Cc1cc(C)cc(-n2c(SCC(=O)Nc3ccccc3F)nc3c(oc4ccccc43)c2=O)c1	1.5%
COc1ccc(S(=O)(=O)c2cc3cc(OC)ccc3oc2=O)cc1	5.7%
O=C(Cn1c2ncccc2c(=O)n1-c1ccccc1)Nc1ccc(F)c(F)c1	41.2%[activator]
COc1ccc(S(=O)(=O)Nc2ccc(-c3ccc(N4CCCC4)nn3)cc2)cc1F	1.1%
COc1ccc(CCNC(=O)Cc2c(C)c3c(cc(C)c4c(C)coc43)oc2=O)cc1	4.9%
CCOc1ccc(-c2cc(OC(=O)c3ccc(F)cc3)c3c(C)oc(C)c3c(=O)c2)cc1	?
Cc1cc2oc(C(=O)Nc3ccc(S(=O)(=O)Nc4onc(C)c4C)cc3)cc(=O)c2cc1C	-15.5%
Oc1ccc(NCc2ccccc2OCc2ccc(Cl)cc2)cc1	44.7µM*
COc1cccc(NC(=O)Cn2c(=O)n(-c3ccc(Cl)cc3)c(=O)c3oc4ccccc4c32)c1	50.1%[activator]
CCOCCc1nn2c(=O)cc(COC(=O)c3ccco3)nc2s1	-20.7%
CCc1cc(=O)oc2c(C)c3c(cc12)CN(CCc1ccccc1OC)CO3	?
CCOc1cc(C(=O)Nc2ccc(-c3nnc4n3CCCCC4)cc2)cc(OCC)c1OCC	7.4%
CN1CCc2nc3sc(C(=O)Nc4ccccc4C(F)(F)F)c(N)c3cc2C1	-8.4%
COc1ccc(CCNc2nc(SCc3ccc(Cl)cc3)nc3ccccc23)cc1OC	3.2%
CCOC(=O)C1CCN(C(=O)c2ccc3c(c2)sc2nc(-c4ccc(C)cc4)cn23)CC1	-10.7%
COc1cccc(NC(=O)Cn2cc(C(=O)c3ccccc3)c3ccccc32)c1	1.9%
Cc1ccc(N(CC(=O)NCCc2ccc(Cl)cc2)S(=O)(=O)N(C)C)cc1	-1.4%
COc1ccc(NC(=O)C2CCCN(S(=O)(=O)c3c(C)[nH]c(=O)[nH]c3=O)C2)c(OC)c1 (stereo unspecified)	0.2%
CCOC(=O)c1cccc(NC(=O)c2ccc3nc(Cc4ccccc4)oc3c2)c1	-0.7%
CCOC(=O)c1ccc(N2C(=O)c3n[nH]c(-c4cccs4)c3C2c2cccc(O)c2)cc1 (stereo unspecified)	3.0%
CC1CCN(S(=O)(=O)c2ccc3nc(NCc4ccc(F)cc4)ccc3c2)CC1	3.1%
CCc1ccc(NC(=O)Cn2c(=O)n(Cc3nc(C)no3)c(=O)c3cc4c(cc32)OCO4)cc1	3.1%
O=c1c(N2CCN(c3ccccc3)CC2)csc2ccc(Cl)cc12	-9.6%
Clc1ccccc1Nc1ncnc2c1nc1n2CCCCC1	24.1%
CCC(=O)N1CCc2cc(S(=O)(=O)Nc3cc(C)ccc3OC)ccc21	-1.7%
CCc1nn(CC(=O)Nc2c(C)cccc2C)c(=O)c2cc3sccc3n12	5.0%
CCc1ccc(NC(=O)Cn2cc(S(=O)(=O)c3ccc(F)cc3)c(=O)c3cc(OC)ccc32)cc1	5.0%
CC1=C(c2ccc(C)cc2)S(=O)(=O)NC1=NCCCN1CCN(c2ccccc2F)CC1	-0.3%
Cc1ccc(NC(=O)c2nnn(Cc3ccccc3)c2N)cc1C	-8.2%

The listing continues:
SMILES	Sm TGR block
COc1ccccc1C(=O)Nc1c(C(=O)N(C)Cc2ccccc2)sc2nc(C)c(Cl)c(C)c12	4.2%
COc1cccc(C2C(C(=O)Nc3ccccc3)=C(C)Nc3nc(-c4ccccc4)nn32)c1OC (stereo unspecified)	-8.0%
Cc1ccccc1OCC(=O)OCc1cc(=O)n2nc(C3CCCCC3)sc2n1	-1.1%
Cc1ccc(NC(=O)CSc2nc3ccc(NC(=O)c4ccco4)cc3s2)c(C)c1	-4.4%
O=C(Oc1ccc(Cl)cc1)c1cc(-c2ccc3c(c2)OCCO3)on1	-0.2%
Cc1cccc(OCC(=O)OCc2cc(=O)n3nc(C4CC4)sc3n2)c1	17.5%
CCc1ccccc1NC(=O)CSc1nnc2ccc3ccccc3n12	-4.4%
Cc1ccc(-n2ncc3c(Nc4cccc(C)c4C)ncnc32)cc1	0.7%
O=c1n(Cc2ccc(Cl)cc2)nc2n1-c1ccccc1OC2	3.3%
N#Cc1cc2c(nc1SCC(=O)Nc1cccc(F)c1)C1CCN2CC1	0.4%
COc1ccc(NC(=O)Cn2c(SCc3cc(C)ccc3C)nc3ccncc32)c(OC)c1OC	10.0%
COc1ccccc1NC(=O)CSCc1cc(=O)c2c(C)cc(C)cc2[nH]1	-0.3%
COc1ccc(CCNC(=O)CN2C(=O)COc3ccccc32)cc1OC	6.8%
Cc1cccc(C)c1NC(=O)Cn1c(=O)n(CCC(=O)NCc2ccc3c(c2)OCO3)c(=O)c2sccc21	-3.4%
O=C(NCCC1=CCCCC1)c1ccc2c(c1)ncn2-c1ccc(F)c(F)c1	12.3%
Cc1cc(Cl)ccc1NS(=O)(=O)c1ccc2c(c1)CCN2S(C)(=O)=O	12.1%
Cc1ccc(-c2noc(CSc3nnc(C)n3-c3ccc(C)cc3)n2)cc1	-8.0%
COc1ccc(C(=O)CC2(O)C(=O)N(Cc3ccccc3Cl)c3ccccc32)cc1 (stereo unspecified)	-1.1%
Clc1cccc(-c2noc3ncnc(NC4CCCCC4)c23)c1	-1.1%
CSc1ccc(CCNC(=O)c2ccc(CS(=O)(=O)c3ccc(Br)cc3)o2)cc1	-19.6%

From PubChem BioAssay

The list is partial (hit frequency here may not be typical).
